ERAP1 inh: ERAP1 (human) enzyme inhibition; Q9NZ08; recombinant ERAP1, Leu-AMC fluorescence, 60 min; inhibition, % at 10.7 µM; 340,000 tested, 0.15% active; AID 652197;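 active means mean replicate inhibition of at least 30%, or all replicates individually reaching that 30% level; inactive means mean below 30% and not every replicate reaching it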;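 further: 0% = neutral control wells and 100% = L-leucinethiol positive control wells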
RAD54 branch: RAD54 (human) branch migration inhibition | RAD54 Holliday junction branch migration, FAM/BHQ fluorescence | inhibition, % at 10.4 µM | 360,000 tested, 0.14% active | AID 602329;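 active means mean normalized replicate activity at least 40 and at least half of replicates scoring 40 or more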;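 further: 0% = median of neutral control wells and 100% = median of positive control wells; inhibitors cause a drop in the FAM fluorescence signal; in these data hits start at about 50%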
PGC1a acetyl inh: lowers PGC1a acetylation signal in U2OS cells; AlphaScreen anti-acetyl-lysine; with virally co-expressed GCN5 acetyltransferase; inhibition, % at 15.6 µM; 350,000 tested, 0.17% active; AID 651687;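 active means every replicate shows inhibition of at least 40%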;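 further: 0% = neutral control wells and 100% = positive control wells; some results beyond the cut were filed as inactive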
PglD inh: inhibitors of Campylobacter jejuni PglD acetyltransferase; 360,000 tested, 0.098% active; purified PglD enzyme, DTNB colorimetric CoA detection; inhibition, % at 12.5 µM; in the data active means inhibition above about 16%, passing the limit was not always enough; further: strong numbers were not always called active
E-sel inducer: induces E-selectin expression in human endothelial cells. P16581. HUVEC E-selectin immunofluorescence imaging; normalized: neutral wells 0, TNF-alpha wells 100. activation, % at 7.58 µM. 260,000 tested, 0.37% active;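 active means mean E-selectin-positive cell signal at least 10% of the positive control, reached in at least 60% of replicates, without over 20% cell loss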;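 further: in these data hits start at about 27%; measured in HUVEC primary endothelial cells; signal is the percent of cells scored E-selectin positive by PE staining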
Target sequence (P16581 whole entry, looked up): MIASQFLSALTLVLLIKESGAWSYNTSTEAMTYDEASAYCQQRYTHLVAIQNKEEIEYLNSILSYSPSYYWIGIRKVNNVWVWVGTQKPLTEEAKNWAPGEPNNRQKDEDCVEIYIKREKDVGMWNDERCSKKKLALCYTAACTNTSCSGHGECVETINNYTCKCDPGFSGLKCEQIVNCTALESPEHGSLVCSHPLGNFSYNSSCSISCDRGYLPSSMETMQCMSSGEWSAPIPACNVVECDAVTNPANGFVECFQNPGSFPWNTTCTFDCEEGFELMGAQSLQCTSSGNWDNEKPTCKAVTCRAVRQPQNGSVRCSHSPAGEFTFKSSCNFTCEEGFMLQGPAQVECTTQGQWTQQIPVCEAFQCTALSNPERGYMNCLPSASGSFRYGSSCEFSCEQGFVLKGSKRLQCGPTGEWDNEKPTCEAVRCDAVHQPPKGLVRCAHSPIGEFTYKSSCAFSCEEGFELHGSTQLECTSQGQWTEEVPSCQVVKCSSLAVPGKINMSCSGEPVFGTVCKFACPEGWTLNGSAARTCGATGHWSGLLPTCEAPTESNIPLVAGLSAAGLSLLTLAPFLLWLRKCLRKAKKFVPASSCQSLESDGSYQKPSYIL
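Read-out: % PE-positive cells | Test system: HUVEC | Doses: One compound dose added by pin transfer | Buffer or medium: EGM-2 over gelatin coat | Signal: Immunofluorescence imaging | Benchmarks: TNF-alpha, DMSO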
miR-122 sensor: blocks miR-122 activity in Huh7 sensor cells. activation (reporter increase), % at 12.5 µM. 340,000 tested, 0.3% active. Huh7 miR-122 Renilla luciferase sensor, 48 h; neutral wells = 0, positive control = 100;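 active means mean replicate activation score at least 90 and every replicate individually at or above 90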;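 further: higher luciferase means less miR-122 activity so hits act as miR-122 inhibitors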
RAD52 anneal inh: blocks human RAD52 DNA annealing; P43351; recombinant RAD52 DNA annealing, FRET fluorescence; inhibition, % at 18.7 µM; 360,000 tested, 0.46% active; AID 651710;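 active means every replicate showing at least 50% inhibition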
Target sequence (P43351 whole entry, looked up): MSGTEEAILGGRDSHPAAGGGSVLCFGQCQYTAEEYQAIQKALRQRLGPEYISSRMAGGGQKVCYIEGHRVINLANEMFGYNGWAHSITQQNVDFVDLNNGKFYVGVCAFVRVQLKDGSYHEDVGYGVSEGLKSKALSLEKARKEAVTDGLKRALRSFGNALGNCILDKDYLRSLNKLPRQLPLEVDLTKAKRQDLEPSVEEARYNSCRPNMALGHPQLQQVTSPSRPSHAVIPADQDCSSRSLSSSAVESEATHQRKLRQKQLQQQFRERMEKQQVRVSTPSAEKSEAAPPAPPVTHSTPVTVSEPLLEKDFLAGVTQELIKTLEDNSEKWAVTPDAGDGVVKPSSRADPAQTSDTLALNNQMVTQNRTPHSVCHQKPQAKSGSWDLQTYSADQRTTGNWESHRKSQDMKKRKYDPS
Cneo AK release: causes C. neoformans cell lysis; adenylate kinase release luminescence, 4 h; normalised: neutral wells 0, clomiphene wells 100; lysis activity, % at 15 µM; 360,000 tested, 0.2% active;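 active means mean lysis activity across replicates of at least 80%, whatever share of replicates individually reach that level; inactive means mean lysis activity below 80%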
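Schedule: static 4 h at 37 °C with compound, 1 h detection; system: C. neoformans cells; benchmarks: Clomiphene as positive control; buffer or medium: fresh YPD medium; measure: luminescence rise reflecting yeast cell lysis; measured by: luminescent adenylate kinase detection reagent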
* hit, by the source's call; nt = not tested or not shown; & = joins results of further samples; [ ] = dose if it differs, or a comment.

(1) C(=N\n1cnnc1)/c1ccccn1
(2) O=C(c1ccco1)N1CCN(C(=O)c2cnn(-c3ccc(Cl)cc3)c2C2CCNCC2)CC1
(3) CC(C)c1ccc(NC(=O)COC(=O)c2c[nH]c(=O)[nH]c2=O)cc1
(4) O=C(NCCc1ccc(F)cc1)C1CCCO1 (configuration not stated)
(5) CCCNC(=O)N1CC2(C1)CN(Cc1ccc(F)cc1)[C@@H](CO)c1[nH]c3cc(OC)ccc3c12
entry no.,1,2,3,4,5
ERAP1 inh,nt,0,-1,2,-2
RAD54 branch,-5,1,-4,2,nt
PGC1a acetyl inh,3,-7,11,4,10
PglD inh,-3,-9,-3,1,nt
E-sel inducer,nt,1.3,nt,nt,-0.2
miR-122 sensor,-3,-4,-1,-2,nt
RAD52 anneal inh,nt,-7,-2,2,-18
Cneo AK release,0,1,3,-7,nt

(6) CN(Cc1ccccn1)C(=O)C1CCC(=O)N(Cc2cccc(F)c2)C1 (configuration not stated)
(7) O=C(Nc1ccccn1)C(c1ccccc1)c1ccccc1
(8) CN(CCc1ccccn1)C(=O)Nc1ccc(C(C)(C)C)cc1
(9) Clc1ccccc1-c1nnc(-c2ccc3c(c2)OCO3)o1
(10) NC(N)=NCc1cccc(I)c1
entry no.,6,7,8,9,10
ERAP1 inh,-5,-2,0,1,-1
RAD54 branch,-1,11,5,-5,1
PGC1a acetyl inh,-14,7,nt,-8,2
PglD inh,-2,6,3,0,2
E-sel inducer,nt,-0.2,7.4,-0.2,-2.3
miR-122 sensor,-4,6,-5,-6,-10
RAD52 anneal inh,-8,-6,-17,-1,2
Cneo AK release,-2,0,0,0,2

(11) O=C(N/N=C/c1cccc([N+](=O)[O-])c1)c1cc(-c2ccccc2)nc2ccccc12
(12) Cc1noc(C)c1C(=O)NC(C)c1ccc(Cl)cc1Cl (configuration not stated)
(13) COc1ccc(NC(=O)c2cc(-c3ccccn3)nc3ccccc23)cc1S(=O)(=O)N(C)C
(14) CCCN1C(=O)c2ccc(C(=O)Nc3cc(C)on3)cc2C1=O
(15) Cc1ccc(S(=O)(=O)Nc2ccc3c(c2)C(=O)N([C@@H](C)CO)C[C@@H](C)[C@@H](CN(C)Cc2ccc(C(=O)O)cc2)O3)cc1
entry no.,11,12,13,14,15
ERAP1 inh,0,-4,1,nt,1
RAD54 branch,5,10,-4,7,-1
PGC1a acetyl inh,11,-1,7,3,3
PglD inh,-1,3,0,-1,4
E-sel inducer,0.4,1.6,0.2,-1.6,0.1
miR-122 sensor,0,-2,1,10,-3[16.7 µM]
RAD52 anneal inh,-23,-3,-23,nt,8
Cneo AK release,2,-2,-2,0,54

(16) Cc1cc2c(c(=O)n1Cc1ccco1)C(c1ccccc1)C(C#N)=C(N)O2 (configuration not stated)
(17) COc1ccccc1CNC(=O)C[n+]1ccccc1
(18) COC(=O)Nc1nc(-c2ccc(F)cc2)c(C)s1
(19) Cc1ccc(CNC(=O)C(=O)c2cn(CC(=O)N3CCOCC3)c3ccccc23)cc1
(20) C[C@@H]1CCCCO[C@H](CN(C)S(=O)(=O)c2ccccc2)[C@H](C)CN([C@H](C)CO)C(=O)c2cc(NC(=O)Nc3cccc4ccccc34)ccc2O1
entry no.,16,17,18,19,20
ERAP1 inh,nt,nt,0,2,-5
RAD54 branch,-3,-1,8,-2,2
PGC1a acetyl inh,3,16,4,nt,24
PglD inh,6,1,-37,5,4
E-sel inducer,nt,nt,0.0,-0.2,nt
miR-122 sensor,-7,1,0,nt,-4[16.7 µM]
RAD52 anneal inh,nt,nt,-14,3,-1
Cneo AK release,-6,0,2,-1,-6

(21) COc1ccc(NC(=O)N(C)C[C@H]2Oc3c(NS(=O)(=O)c4cccs4)cccc3C(=O)N([C@@H](C)CO)C[C@@H]2C)cc1
(22) CO[C@@H]1CN(C)C(=O)c2ccc(NC(=O)C3CCCCC3)cc2OC[C@H](C)N(C)C[C@H]1C
(23) CC(C)NC(=O)N(C)C[C@@H]1OCCCC[C@@H](C)Oc2ccc(NC(=O)CCC(F)(F)F)cc2C(=O)N([C@H](C)CO)C[C@@H]1C
(24) CCOC(=O)C1=C(COC(=O)c2ccc(Cl)nc2)NC(=O)NC1C (configuration not stated)
(25) Cc1ccccc1N1CCN(C(=O)c2ccc(Oc3ccc(C(F)(F)F)cn3)cc2)CC1
entry no.,21,22,23,24,25
ERAP1 inh,-1&14,-4,1,0,nt
RAD54 branch,1&-6,2,0,-10,2
PGC1a acetyl inh,6&1,1,5,7,12
PglD inh,-1&2,1,-2,-4,-6
E-sel inducer,-9.7&0.7,0.0,-0.1,-0.7,nt
miR-122 sensor,1[16.7 µM],-7[16.7 µM],8[16.7 µM],-2,-2
RAD52 anneal inh,3&-3,2,7,0,nt
Cneo AK release,-8&-4,3,0,1,10

(26) O=C(COC(=O)C1CC2CCCC(C1)C2=O)Nc1cccc(F)c1 (configuration not stated)
(27) C[C@@H]1CCCCO[C@@H](CN(C)C(=O)CCCN(C)C)[C@H](C)CN([C@@H](C)CO)C(=O)c2cc(NC(=O)c3ccncc3)ccc2O1
(28) COC(=O)c1cc2sc(Cl)cc2n1CC(=O)N1CCCc2ccccc21
(29) CC(C)c1ccc(NC(=O)c2cnn(-c3ccccc3)c2NC(=O)c2ccco2)cc1
(30) CN1CCN(C(=O)c2ccc(CSc3nc4ccncc4n3Cc3ccc(F)cc3)cc2)CC1
entry no.,26,27,28,29,30
ERAP1 inh,2,nt,nt,nt,-2
RAD54 branch,6,4,-9,2,0
PGC1a acetyl inh,nt,4,8,16,5
PglD inh,3,3,6,6,0
E-sel inducer,nt,-0.1,nt,nt,-0.1
miR-122 sensor,nt,-2[16.7 µM],4,3,-2
RAD52 anneal inh,-3,nt,nt,nt,0
Cneo AK release,3,-1,-2,-4,0

(31) Cc1c(Cc2ccccc2)c(=O)oc2cc(OCC(=O)N3CCC(C(=O)O)CC3)ccc12
(32) CN(CC(=O)Nc1c(Cl)cccc1Cl)C(=O)CNC(=O)c1sc2ccccc2c1Cl
(33) CC(C)(C)c1ccc(C(=O)N2CCC2(C)C(=O)NCc2cccs2)cc1 (configuration not stated)
(34) CC(C)NC(=O)Nc1ccc2c(c1)C(=O)N(C)[C@H]1CC[C@H](CC(=O)Nc3ccccc3Cl)O[C@@H]1CO2
(35) O=C(O)COCC(=O)N1CCN(c2cc(C(F)(F)F)nc3ccccc23)CC1
entry no.,31,32,33,34,35
ERAP1 inh,-16,1,-2,0,-1
RAD54 branch,-9,-10,-4,-1,7
PGC1a acetyl inh,-8,1,0,2,7
PglD inh,1,-3,-1,-1,-2
E-sel inducer,nt,nt,-0.8,0.0,0.0
miR-122 sensor,1,2,-3,-10[16.7 µM],-2
RAD52 anneal inh,-6,-3,-4,9,-9
Cneo AK release,3,1,-6,0,1

(36) COc1ccc(NC(=O)N(C)C[C@@H]2Oc3ncc(-c4cccnc4)cc3C(=O)N([C@H](C)CO)C[C@H]2C)cc1
(37) CCN(c1ccccc1)S(=O)(=O)c1ccc(Cl)c(NC(=O)CN(C)Cc2cccc(F)c2)c1
(38) COc1ccc(S(=O)(=O)NCc2ccc3c(c2)OCO3)cc1C(=O)O
(39) CC(C)(C)OC(=O)NCCCC[C@H](NC(=O)c1nc[nH]c1C(=O)N1CCc2ccccc2C1)C(=O)OC(C)(C)C
(40) COCC(=O)N1CCC2(CC1)CN[C@H](CO)c1c2c2ccc(OC)cc2n1C
entry no.,36,37,38,39,40
ERAP1 inh,3,-1,nt,nt,-2
RAD54 branch,-4,3,14,-6,nt
PGC1a acetyl inh,2,-8,nt,-2,-8
PglD inh,1,-2,2,3,nt
E-sel inducer,nt,nt,nt,1.2,-0.1
miR-122 sensor,1[16.7 µM],-12,14,-3,nt
RAD52 anneal inh,-6,-13,nt,-6,6
Cneo AK release,-5,-1,1,-1,nt

(41) CCc1ccccc1N=C1SCC(=O)N1C
(42) C[C@H]1CN([C@@H](C)CO)C(=O)CCCn2nncc2CO[C@H]1CN(C)S(=O)(=O)c1ccc(-n2cccn2)cc1
(43) Cc1ccccc1S(=O)(=O)N1CC[C@H]2[C@H](CO)Nc3ccc(-c4cccc(C#N)c4)cc3[C@H]21
(44) Nc1nc(C2CCCCC2)cs1
(45) O=C(c1cc(COc2ccc(F)cc2Cl)on1)N1CCCCCCC1
entry no.,41,42,43,44,45
ERAP1 inh,nt,2&-3,nt,nt,1
RAD54 branch,-9,-10&3,-7,5,1
PGC1a acetyl inh,-2,2&1,19,6,-8
PglD inh,5,-4&-4,1,-2,-8
E-sel inducer,nt,nt,-0.9,nt,nt
miR-122 sensor,-6,-3,0[16.7 µM],6,-1
RAD52 anneal inh,nt,2&-10,nt,nt,1
Cneo AK release,-2,-1&-1,-20,0,0

(46) C[C@H](CO)N1C[C@H](C)[C@H](CN(C)S(=O)(=O)c2ccc(Cl)cc2)Oc2ccc(NC(=O)C3CC3)cc2C1=O
(47) FC(F)(F)c1nc(Sc2ncccc2C(F)(F)F)n[nH]1
(48) c1ccc2c(c1)CCCC2C1=NCCN1 (configuration not stated)
(49) COc1cccc(NC=C2C(=O)OC(C)(C)OC2=O)c1
(50) Cc1ccccc1-c1cnc(C(O)c2ccc(-c3ccccc3)cc2)[nH]1 (configuration not stated)
entry no.,46,47,48,49,50
ERAP1 inh,0,-3,-3,nt,-5
RAD54 branch,2,0,-6,-12,10
PGC1a acetyl inh,0,-3,-6,nt,-5
PglD inh,2,-7,-5,0,2
E-sel inducer,0.2,nt,0.7,nt,1.2
miR-122 sensor,-8[16.7 µM],nt,-4,-2,-2
RAD52 anneal inh,-4,2,1,nt,-10
Cneo AK release,15,2,-1,1,1

(51) CC1(C)OC(=O)C(=CNc2cccc(C(=O)O)c2)C(=O)O1
(52) O=C(c1cnccn1)N1CC(=O)N2[C@H](CO)[C@@H](c3ccc(-c4ccc(F)cc4)cc3)[C@@H]2C1
(53) c1ccc2c(c1)Sc1cnccc1N2CC1CO1 (configuration not stated)
(54) CS(=O)(=O)N1CCN(c2ccccc2NC(=O)c2cc(Br)ccc2Cl)CC1
(55) COc1cc(NC(=O)c2ccc(Cl)cc2)c(OC)cc1NC(=O)CN1CCCCC1
entry no.,51,52,53,54,55
ERAP1 inh,nt,-1,-2,-4,-3
RAD54 branch,-3,nt,0,nt,nt
PGC1a acetyl inh,nt,-3,7,-4,4
PglD inh,0,nt,-3,nt,nt
E-sel inducer,nt,1.0,-0.2,nt,nt
miR-122 sensor,-24,nt,-3,3,11
RAD52 anneal inh,nt,7,49,-4,5
Cneo AK release,1,nt,0,nt,nt

(56) CSc1ccccc1NC(=O)C(C)N1C(=O)c2ccccc2S1(=O)=O (configuration not stated)
(57) CC=Cc1ccc2n(c1=O)C[C@H]1[C@H](CO)[C@@H](C(=O)N(C)C)[C@@H]2N1CC1CCCC1 (mixture of isomers)
(58) Cc1ccc(S(=O)(=O)/N=C(\c2ccccc2)N(C)S(=O)(=O)c2ccc(C)cc2)cc1
(59) COc1ccc(S(=O)(=O)N2CCCCCC2)cc1NC(=O)CC1OC(=O)c2ccccc21 (configuration not stated)
entry no.,56,57,58,59
ERAP1 inh,2,-6,nt,-1
RAD54 branch,9,nt,6,nt
PGC1a acetyl inh,3,-1,-1,9
PglD inh,4,nt,-3,nt
E-sel inducer,0.7,-0.1,nt,-1.1
miR-122 sensor,nt,nt,7,0
RAD52 anneal inh,-11,-7,nt,-87
Cneo AK release,2,nt,0,nt

High-throughput results deposited in PubChem BioAssay by Broad Institute.
